Bioassay records (PubChem)
GAA inhib: qHTS Assay for Inhibitors of Human alpha-Glucosidase as a Potential Chaperone Treatment of Pompe Disease; Lysosomal alpha-glucosidase (Homo sapiens), P10253; purified human GAA, 4-MU-alpha-glucoside fluorescence; Potency, µM (doses to about 76.9 µM), for inactives: top-dose activity change, negative = inhibition, hits mostly inhibitors; 200,000 tested, 0.005% active; AID 1466, 2008;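 note: plate controls were uninhibited enzyme wells for no effect and no-enzyme background for full effect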
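Enzyme (4 nM final) mixed with compound (up to 77 uM), then 4-MU-alpha-D-pyranoside (400 uM final) added; 20 min at room temperature, pH 5.0. Reaction stopped at pH 10, fluorescence read, AC50 derived by Hill fit.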
GoLoco inh red: qHTS Assay for Inhibitors of RGS12 GoLoco Motif Activity (Red Fluorophore) | Guanine nucleotide-binding protein G(i) subunit alpha-1 (Homo sapiens), P63096 | Gai1:RGS12 GoLoco peptide FP, rhodamine, 10 min | Potency, µM (series often up to 61.6 µM), for the others: at the highest dose activity, negative = inhibition, hits mostly inhibitors | 230,000 tested, 0.44% active | AID 880, 2007; active = well fitted inhibition curve with a large enough effect, not every such curve was filed as active; inactive = no such curve, though single readings can be large or run the other way; note: nearly all actives have a fitted effect of over 30% in size; many of its hits are not listed in these tables
Target sequence (P63096 whole entry, looked up): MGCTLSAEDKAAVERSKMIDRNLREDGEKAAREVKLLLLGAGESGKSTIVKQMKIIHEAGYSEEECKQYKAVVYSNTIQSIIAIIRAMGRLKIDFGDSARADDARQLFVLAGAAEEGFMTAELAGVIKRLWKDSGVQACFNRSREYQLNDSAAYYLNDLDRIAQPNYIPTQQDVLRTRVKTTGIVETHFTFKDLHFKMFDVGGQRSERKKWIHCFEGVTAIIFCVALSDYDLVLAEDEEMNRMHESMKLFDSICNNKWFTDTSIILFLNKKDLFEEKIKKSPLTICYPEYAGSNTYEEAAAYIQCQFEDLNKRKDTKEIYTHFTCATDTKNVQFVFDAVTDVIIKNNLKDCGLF
TRb-SRC2 inh: qHTS for Inhibitors of the Interaction of Thyroid Hormone Receptor and Steroid Receptor Coregulator 2. 280,000 tested, 0.065% active. TRbeta-SRC2 peptide binding, fluorescence polarization; receptor liganded with 1 µM T3. Potency, µM (top dose mostly 106 µM), for inactives: top-dose activity change, negative = inhibition, most hits filed as inhibitors;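 note: plate controls were bound peptide for no effect and peptide without receptor for full effect; nearly all actives have a fitted effect of over 50% in size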
Target sequence (P10828 whole entry, looked up): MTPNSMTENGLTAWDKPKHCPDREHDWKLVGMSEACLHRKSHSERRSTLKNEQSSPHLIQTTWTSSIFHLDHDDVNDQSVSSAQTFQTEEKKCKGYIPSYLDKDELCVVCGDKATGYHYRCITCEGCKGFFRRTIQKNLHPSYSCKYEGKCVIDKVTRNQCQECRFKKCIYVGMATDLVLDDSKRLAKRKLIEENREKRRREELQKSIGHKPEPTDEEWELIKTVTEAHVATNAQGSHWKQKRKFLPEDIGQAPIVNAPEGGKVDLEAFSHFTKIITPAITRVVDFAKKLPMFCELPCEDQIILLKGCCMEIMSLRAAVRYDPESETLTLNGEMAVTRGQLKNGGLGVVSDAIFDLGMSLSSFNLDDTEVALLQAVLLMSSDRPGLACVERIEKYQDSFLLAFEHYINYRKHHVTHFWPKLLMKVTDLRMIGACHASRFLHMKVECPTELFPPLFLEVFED
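Quantitative HTS by FP: 0.6 uM TRb LBD, 20 nM labeled SRC2 20-mer, 1 uM T3, 5% DMSO; 5 hr ambient incubation; % activity per concentration and potencies from concentration series.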
GAA spleen mod: qHTS Assay for Inhibitors and Activators of Human alpha-Glucosidase From Spleen Homogenate. 240,000 tested, 0.006% active. Lysosomal alpha-glucosidase (Homo sapiens), P10253. Potency, µM (series often up to 79.9 µM), inactives show at the top dose activity change, negative = inhibition, usual class: inhibitors. AID 2112, 2009. human spleen homogenate, 4-MU-alpha-glucoside fluorescence;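 note: 0% = enzyme with vehicle and -100% = no enzyme basal signal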
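AC50 values come from Hill-equation fits of concentration-response data, normalized to no-enzyme and full-activity controls. Enzyme source: 1 ug human spleen homogenate; 1 mM fluorogenic 4-MU glucoside, pH 5.0 citrate buffer, 37 C, 40 min.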
RECQ1 inh: qHTS Assay for Inhibitors of RecQ-Like Dna Helicase 1 (RECQ1); ATP-dependent DNA helicase Q1 (Homo sapiens), P46063; RECQ1 DNA unwinding, red fluorescence kinetic read; Potency, µM (doses to about 57.3 µM), without a hit: top-dose activity, negative = inhibition, usual class: inhibitors; 240,000 tested, 0.54% active; AID 2549, 2010;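 note: plate controls were vehicle for no effect and no enzyme for full effect; nearly all actives have a fitted effect of over 30% in size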
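RECQ1T1 50 nM; forked duplex (20 bp + 30-nt ss tails) 200 nM, ATP 2 mM final; pH 8.0, 2 mM MgCl2, 2.5 ug/ml poly(dI-dC); 15 min compound preincubation; discontinuous kinetic read over 2 h at RT.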
L3MBTL1 block: qHTS Assay for the Inhibitors of L3MBTL1; 230,000 tested, 0.66% active; AlphaScreen L3MBTL1–H3K9me1 peptide binding; Lethal(3)malignant brain tumor-like protein 1 (Homo sapiens), Q9Y468; Potency, µM (series often up to 57.1 µM), for inactives: at the top dose activity, negative = inhibition, hits mostly inhibitors; AID 485360, 2010; note: nearly all actives have a fitted effect of over 60% in size
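AlphaScreen proximity signal between nickel-chelate acceptor and streptavidin donor beads (final 10 ug/mL) reports binding of 50 nM L3MBTL1 to 75 nM biotin-H3 K9me1 peptide; complex incubated with compounds 30 min at room temperature; cefsulodin titration as control.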
TexasRed fluor: Total Fluorescence Counterscreen for Inhibitors of the Interaction of Thyroid Hormone Receptor and Steroid Receptor Coregulator 2 | TRb/SRC2 Texas Red total fluorescence interference | Potency, µM (series often up to 106 µM), for inactives: at the top dose fluorescence change, negative = quenching | 280,000 tested, 0.29% active; active = well fitted curve in either direction with a large enough effect; inconclusive = small, poorly fitted or top-dose-only effect
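Flags fluorescent or light-absorbing compounds by total fluorescence, S + 2P, at 555 nm excitation and 632 nm emission. Mixture: 20 nM Texas Red SRC2 peptide, 0.6 uM human TRb LBD, 1 uM T3, 5% DMSO; compound exposure 5 h at ambient temperature.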
GAA glycogen mod: qHTS Assay for Inhibitors and Activators of Human alpha-Glucosidase Cleavage of Glycogen | Lysosomal alpha-glucosidase (Homo sapiens), P10253 | recombinant GAA, glycogen substrate, Amplex Red glucose oxidase fluorescence | Potency, µM (titrated, usually from 76.4 µM), for inactives: at the top dose activity change, negative = inhibition, actives largely listed as inhibitors | 300,000 tested, 0.38% active;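 note: 0% = full enzyme reaction and -100% = no-enzyme basal signal; the screen sought inhibitors and activators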
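Natural-substrate format: glycogen cleavage by 4 nM human enzyme, glucose read by Amplex Red coupling (Ex 573, Em 610 nm). Normalized to enzyme and no-enzyme controls.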
* marks the source's active call; other numbers are inactive results; i = inactive; ? = inconclusive; / = not tested or not shown; & = joins results of further samples; [ ] = remark or other dose. Unless noted, calls come from the whole dose curve; as a rule, active = well fitted curve in the direction sought with a large enough effect; inconclusive = small, poorly fitted or top-dose-only effect, or another doubt; inactive = no such curve, though single readings can be large; an effect the other way counts as inactive or inconclusive. Unless noted, % is set by controls: 0 for no effect and ±100 for the full control effect; potency is the fitted concentration of half-maximal effect. These rows are one share of the data, so the mix of outcomes need not match the whole.

Structure	GAA inhib	GoLoco inh red	TRb-SRC2 inh	GAA spleen mod	RECQ1 inh	L3MBTL1 block	TexasRed fluor	GAA glycogen mod
COc1ccc(C2CC(c3ccccc3)=NN2C(=O)COC(=O)c2ccc(Cl)nc2)cc1 (centres undefined)	-9%	/	0%	-5%	-1%	-2%	-2%	8%
CCC1(CC)NC(=O)NC1=O	6%	5%	-4%	0%	-14%	11%	0%	-4%
COC(=O)[C@H](C)NC(=O)Nc1ccc(OC)cc1OC	2%	/	2%	-2%	-1%	7%	0%	6%
COC(=O)c1cc(NC(=O)c2ccc([N+](=O)[O-])cc2)c(=O)oc1C	6%	3%	6%	-5%	i	3%	0%	10%
Cc1cccc(Cn2cnc3c(nnn3Cc3ccc(F)cc3)c2=O)c1	9%	-1%	0%	-5%	i	4%	-2%	-14%
CN1CCN(C(=O)CC23CC4CC(CC(C4)C2)C3)CC1	-3%	-6%	-4%	9%	-3%	-3%	-7%	2%
CCOC(=O)c1[nH]c(C)c(C(=O)NC(C)CC)c1C (centres undefined)	-1%	-9%	-3%	-2%	-1%	/	-2%	-4%
Cc1c(Cl)cccc1NC(=O)CNc1cccc(S(=O)(=O)N(C)C)c1	-11%	-2%	-10%	-6%	0%	4%	-7%	-6%
CN(Cc1ccccc1)C(=O)COC(=O)c1cc(NS(=O)(=O)c2cccs2)ccc1O	8%	9%	1%	-6%	i	-15%	1%	?
COc1ccc(CNC(=O)C(=O)NCC2OCCN2S(=O)(=O)c2cccs2)cc1 (centres undefined)	4%	12%	5%	-3%	i	-10%	-1%	-4%
NC(=S)NCc1cccnc1	/	0%	-3%	3%	-5%	-1%	1%	-11%
Cc1cccc2sc(NNC(=O)C3COc4ccccc4O3)nc12 (centres undefined)	5%	0%	-3%	4%	2%	-5%	-2%	6%
O=C(CSc1ncc(-c2ccccc2)nn1)NCc1ccco1	-16%	0%	-12%	-5%	-5%	-3%	-3%	0%
Cn1c(=O)c2c(ncn2CC(O)CNc2ccc(F)cc2)n(C)c1=O (centres undefined)	-3%	2%	0%	-2%	i	15%	-4%	-4%
CCOC(=O)C1CCCN(c2c(NCCc3ccccc3)c(=O)c2=O)C1 (centres undefined)	/	-13%	3%	-3%	-2%	16%	-2%	-4%
CCN(CC)CCNC(=O)c1ccc(Cl)c(S(=O)(=O)Nc2ccccc2OC)c1	-4%	-7%	-11%	-7%	i	3%	-1%	-1%
O=C1CCCc2c1cc(C(=O)NCCCN1CCOCC1)c(=O)n2-c1ccc(Cl)cc1	3%	2%	2%	-4%	18%	10%	1%	-3%
O=S(=O)(c1ccc(NCc2ccc(F)cc2)nc1)N1CCCC1	-6%	5%	-6%	-4%	i	-1%	-2%	7%
CCCOC(=O)CSC1=C(C#N)C(c2ccccc2OCC)C(C#N)C(=O)N1 (centres undefined)	-6%	2%	1%	6%	i	-10%	-3%	-2%
COC(=O)c1ccc(C23CC4(C2)[C@H](CN(C)[C@@H]4c2ccccc2)C3c2ccc(C(F)(F)F)cc2)cc1 (some centres undefined)	/	-6%&4%	-1%&-5%	-3%&8%	-9%&-13%	/	-5%&-1%	-4%
COc1ccc(/C=C/C(=O)NCCc2ccc(S(N)(=O)=O)cc2)cc1	3%	-8%	1%	-17%	-2%	4%	1%	3%
COc1ccc(-n2c(SCC(=O)NNC(=O)c3ccc(C)cc3)nnc2-c2ccncc2)cc1	3%	-2%	2%	1%	-4%	3%	-4%	-2%
O=C(Nc1ccc(N2CCOCC2)nc1)c1ccc(C(F)(F)F)cc1	-3%	7%	0%	-4%	-1%	18%	-9%	-10%
COC(=O)c1[nH]c2cccc(C)c2c1NC(=O)CN1CCN(C(=O)c2ccco2)CC1	13%	-3%	10%	-2%	-9%	-2%	3%	-2%
Cc1ccc(OCC(=O)Nc2ccc(N(C)C)cc2)cc1	-6%	-36%	5%	-6%	-2%	-17%	-1%	20%
CC(Oc1ccc(-c2ccccc2)cc1)C(=O)N1CCOCC1 (centres undefined)	-4%	4%	-6%	6%	-12%	/	-2%	-10%
Cn1cccc1-c1nc2ccccc2n1C	?	5%	1%	6%	-2%	/	3%	3%
Cc1cccc(C)c1NC(=O)CN(C)CC(=O)Nc1ccc(F)c(Cl)c1	-1%	3%	2%	5%	-10%	/	3%	-1%
CCN(C(=O)CSc1nc(-c2ccccc2)c(-c2ccccc2)[nH]1)C1CCS(=O)(=O)C1 (centres undefined)	0%	-6%	10%	-1%	-8%	/	1%	-9%
CN1CCC2(CCN3CCc4c(oc5ccccc45)C3C2)N(C)C1=O (centres undefined)	/	48%[activator]	-2%	3%	i	/	-1%	/

Some of these compounds in order of SMILES length, low to high.
Structure	GAA inhib	GoLoco inh red	TRb-SRC2 inh	GAA spleen mod	RECQ1 inh	L3MBTL1 block	TexasRed fluor	GAA glycogen mod
Cc1ccc(OCC(=O)Nc2ccc(N(C)C)cc2)cc1	-6%	-36%	5%	-6%	-2%	-17%	-1%	20%
CCOC(=O)c1[nH]c(C)c(C(=O)NC(C)CC)c1C (centres undefined)	-1%	-9%	-3%	-2%	-1%	/	-2%	-4%
CN1CCN(C(=O)CC23CC4CC(CC(C4)C2)C3)CC1	-3%	-6%	-4%	9%	-3%	-3%	-7%	2%
O=C(Nc1ccc(N2CCOCC2)nc1)c1ccc(C(F)(F)F)cc1	-3%	7%	0%	-4%	-1%	18%	-9%	-10%
CCCOC(=O)CSC1=C(C#N)C(c2ccccc2OCC)C(C#N)C(=O)N1 (centres undefined)	-6%	2%	1%	6%	i	-10%	-3%	-2%
CN(Cc1ccccc1)C(=O)COC(=O)c1cc(NS(=O)(=O)c2cccs2)ccc1O	8%	9%	1%	-6%	i	-15%	1%	?

Next part.
Structure	GAA inhib	GoLoco inh red	TRb-SRC2 inh	GAA spleen mod	RECQ1 inh	L3MBTL1 block	TexasRed fluor	GAA glycogen mod
CCc1ccc(NC(=O)CN(c2cccc(C)c2)S(C)(=O)=O)cc1	2%	-1%	-3%	-21%	-3%	/	-1%	0%
Brc1ccc(CSc2nnc(-c3cnccn3)n2Cc2ccco2)cc1	-4%	9%	1%	2%	i	-8%	-3%	-24%
N#Cc1c(C(F)(F)F)cc(-c2ccccc2)nc1SCC(=O)N1CCOCC1	?	-11%	-6%	-5%	-12%	8%	-5%	5%
CCC(=O)Nc1sccc1C(=O)OC	1%	0%	3%	3%	0%	0%	-1%	-3%
Nc1nc(NCC2CCCO2)nc(NCC2CCCO2)c1[N+](=O)[O-] (centres undefined)	-8%	16%	5%	6%	-1%	0%	-2%	-1%
CCN(CC)C(=S)SCC(=O)Nc1ncc2c(n1)CC(C)(C)CC2=O	/	8%	-3%	1%	i	4%	-3%	-4%
Cc1ccc2c(c1)/C(=N/OC(=O)c1ccc(F)cc1)CCS2	6%	-1%	6%	-7%	-2%	-5%	0%	3%
COc1ccc(C(=O)CSc2n[nH]c(-c3ccco3)n2)cc1	-6%	6%	7%	0%	1%	0%	0%	-3%
S=C(Nc1ccccc1)NC1CCN(Cc2ccccc2)CC1	6%	13%	1%[53 µM]	-10%	i	5%	-1%[53 µM]	-20%
O=C(NCCN1CCCCC1)c1cc2ccccc2[nH]1	2%	12%	7%	-5%	i	-5%	2%	7%
CSC1=N/C(=C\c2ccc(C)s2)C(=O)S1	7%	15%	-2%[53 µM]	-5%	-10%	-12%	-2%[53 µM]	4%
CCCCSc1nc2ccccc2[nH]1	-20%	2%	8%[53 µM]	-9%	-9%	9%	-4%[53 µM]	-11%
CCOC(=O)N1C(=O)C2(CCCCC2)N(c2ccccc2Cl)C1=S	3%	4%	-2%[53 µM]	-10%	-3%	40%[activator]	0%[53 µM]	4%
COC(=O)C(C(C)=O)C1=C/C(=N\S(=O)(=O)c2ccc(C)cc2)c2ccccc2C1=O (centres undefined)	-4%	-5%	0%	-12%	4%	/	-1%	20%
